High-throughput results from PubChem BioAssay.
F508del corr: CFTR F508del correction in bronchial cells; AID 720511; 0.36% of 350,000 active; activity (quench increase), % at 7.58 µM; CFBE cells, YFP halide quenching; stimulated with forskolin plus potentiator P3; % fluorescence drop versus neutral controls;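 active = mean added fluorescence quench of at least 8% versus neutral control, with both replicates also reaching 8%; inconclusive = only one of the mean or replicate conditions met; inactive = mean below 8% and not both replicates reaching 8%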;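 also: cells transiently co-express mutant CFTR-F508del with the halide-sensitive YFP; corrector assay measuring rescue of mutant channel to the surface after 24 h compound exposure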
DENV2 CPE rescue: DENV2-induced cell death inhibition | DENV2-infected cells, cytopathic effect rescue, plate reader | CPE inhibition, % at 9.99 µM | 1.7% of 350,000 active; in the data active = CPE inhibition above about 20%, passing the limit was not always enough; inconclusive = no clear call, values can overlap the other calls; tested in BHK-21 cells;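 also: 0% = median of neutral control wells and 100% = median of positive control wells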
XiGFP reactiv: X-chromosome reactivation activator. XiGFP mouse fibroblasts, % GFP-positive cells imaging, 3 d; cells co-treated with 5-aza-dC sensitizer; scaled so ellipticine positive control = 100%. activation, % at 7.58 µM. 0.055% of 360,000 active. AID 743238;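 active = mean normalized replicate activation at least 10% and every replicate at or above 10%; inconclusive = only one of the two criteria met; inactive = mean below 10% and not all replicates reach 10%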;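 also: 0% = median of on-plate neutral control wells and 100% = ellipticine 6 µM median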
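System: SV40-immortalized XiGFP fibroblast cells, line 68-5-11 / Incubation: 3-day compound exposure, then 15 min fixation at room temperature / Compound: single concentration per compound, delivered by pin transfer / Buffer or medium: DMEM plus 5-aza-dC sensitizer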
ARNT TACC3 PPI: ARNT/TACC3 interaction disruption. Q9Y6A5. AlphaScreen His-ARNT PAS-B/GST-TACC3 binding, luminescence; TACC3 fragment carries E629A point mutation. inhibition, % at 9.99 µM. 0.66% of 390,000 active;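 active = mean inhibition of replicates at least 50% and at least half of replicates each reaching 50%; inconclusive = half or more replicates reach 50% but mean below 50%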;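 also: 0% = complete ARNT plus TACC3 wells and 100% = ARNT alone without TACC3; many hits fall short of the cut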
PAX8 inh HTS: PAX8 transcriptional activity inhibition; RMG-I TPO-luciferase reporter, SteadyGlo, 24 h; inhibition, % at 12.6 µM; 1.2% of 360,000 active; AID 652154;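 active = mean replicate inhibition at least 60% with every replicate also reaching 60%; inconclusive = only one of the two criteria is met; inactive = mean below 60% and not all replicates reaching 60%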;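 also: luciferase light reporting Pax8 driven TPO promoter activity; plate controls were median of neutral control wells for no effect and mitoxantrone controls for full effect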
EWS-Fli block: blocks EWS/Fli oncoprotein-driven transcription; A673 NR0B1-luciferase reporter, viability-normalised; inhibition, % at 12.6 µM; 0.67% of 350,000 active; AID 651661;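 active = mean inhibition of at least 50% after viability correction, with every replicate also passing that limit; inconclusive = mean reaches 50% but only one of two replicates passes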;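 also: firefly luciferase signal divided by Alamar Blue viability fluorescence both relative to DMSO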
ERp5 inh: ERp5 (human) disulfide isomerase inhibition; AID 651711; inhibition, % at 9.99 µM; ERp5 insulin aggregation, absorbance 650 nm, 90 min; 0.05% of 350,000 active;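 active = mean replicate inhibition above about 25%, with every replicate also reaching it, limit read from the data, passing the limit was not always enough; inconclusive = only one of those two criteria met; inactive = neither criterion met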
Target sequence (Q15084 whole entry, looked up): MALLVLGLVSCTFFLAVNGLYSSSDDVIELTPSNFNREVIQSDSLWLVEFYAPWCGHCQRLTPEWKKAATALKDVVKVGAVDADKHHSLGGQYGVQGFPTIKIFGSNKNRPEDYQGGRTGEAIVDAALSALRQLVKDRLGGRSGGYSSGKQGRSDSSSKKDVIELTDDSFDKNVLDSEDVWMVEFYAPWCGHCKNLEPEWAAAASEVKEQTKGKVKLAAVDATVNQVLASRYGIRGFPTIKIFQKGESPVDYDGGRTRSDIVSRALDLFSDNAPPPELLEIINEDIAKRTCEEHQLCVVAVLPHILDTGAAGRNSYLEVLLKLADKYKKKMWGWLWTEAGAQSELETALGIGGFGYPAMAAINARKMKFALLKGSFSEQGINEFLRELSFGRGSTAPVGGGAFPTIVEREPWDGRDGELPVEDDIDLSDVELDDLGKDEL
GSIS activator: GLuc luminescence reporter in INS-1E cells, primary screen for activators of glucose-dependent secretion of insulin; INS-1E GLuc reporter insulin secretion, 2-3 h; activation, % at 16.6 µM; 0.61% of 370,000 active; AID 743287;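 active = lowest replicate activation of at least 40%, so every replicate reaches that level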;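 also: 0% = median of neutral control wells and 100% = median of IBMX positive control wells; some compounds called inactive have numbers as strong as hits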
Starred values were filed as active, the others as inactive; u = inconclusive; x = no result given.

SMILES	F508del corr	DENV2 CPE rescue	XiGFP reactiv	ARNT TACC3 PPI	PAX8 inh HTS	EWS-Fli block	ERp5 inh	GSIS activator
CC(C)(C)n1nc(C2CC2)c(Br)c1NC(=O)c1ccccc1Cl	-2.2	8	0.4	x	-16	-14	2	x
COC(=O)C[C@H]1C[C@H]2c3cc(NC(=O)Nc4ccccc4)ccc3O[C@H]2[C@H](CO)O1	3.7	-5	0.0	-4	-22	-9	2	21
CCOc1ccc(S(=O)(=O)N2CCC(C(=O)NCCc3ccc(OC)c(OC)c3)CC2)cc1	-2.5	-4	0.0	-20	2	2	1	-3
O=C(Nc1ccc(S(=O)(=O)N2CCCCC2)cc1)c1ccccc1F	-0.3	8	0.2	-1	-2	4	1	-19
COc1cc(C(=S)N2CCOCC2)ccc1OS(=O)(=O)c1ccc(Cl)cc1	3.6	-1	0.0	-9	-8	-2	1	-5
CCN(CC(=O)NCc1ccc(F)cc1)C(=O)c1ccc(C(=O)c2ccccc2)cc1	-7.1	u	0.0	x	13	5	-4	-31
CCN(CC(=O)NCc1cccs1)C(=O)c1cccc(S(=O)(=O)Nc2ccc(F)cc2)c1	3.5	1	0.3	x	-5	-7	-6	-22
CCOC(=O)C1(Cc2cccc(OC)c2)CCCN(C(=O)c2cc(C)[nH]n2)C1 (configuration not stated)	2.3	6	0.0	-8	-90	-68	1	9
CCO[C@@H]1OC(C(=O)N2CCOCC2)=C[C@H](c2ccccc2)[C@H]1CCCO	4.1	1	0.0	-1	-7	-8	1	-4
CC1CCN(S(=O)(=O)c2ccc3nc(-c4ccccn4)cc(C(=O)NCCN(C)Cc4ccccc4)c3c2)CC1	4.9	-3	-0.7	26	-11	24	0	-16
COC(=O)C1=C(C)N(Cc2ccc(C(F)(F)F)cc2)C(=NCC2CC2)NC1c1ccccc1 (configuration not stated)	-0.9	-3	-0.1	x	22	6	4	60*
COC(=O)c1ccc(OCC(O)CN(CCO)CC(O)Cn2ccc3ccccc32)cc1 (configuration not stated)	6.7	6	0.2	-7	5	-4	3	-13
N#Cc1cc(C(=O)c2ccccc2OCC(=O)Nc2ccccc2)cn(C2CCCCC2)c1=O	4.9	x	0.0	-10	7	6	0	-2
C[C@H](CO)N1C[C@H](C)[C@H](CN(C)C(=O)Nc2ccc(F)cc2)OCCCC[C@H](C)Oc2ccc(NC(=O)CCC(F)(F)F)cc2C1=O	0.5	0	0.0	-6	-18	-10	-4	-23
O=C(CSc1ccccc1C(=O)O)Nc1ccc2c(c1)OCO2	2.0	-2	-0.1	-2	-2	0	2	1

Looked up above:
CC(C)(C)n1nc(C2CC2)c(Br)c1NC(=O)c1ccccc1Cl – PAX8 inh HTS: -16
O=C(Nc1ccc(S(=O)(=O)N2CCCCC2)cc1)c1ccccc1F – EWS-Fli block: 4
CCOc1ccc(S(=O)(=O)N2CCC(C(=O)NCCc3ccc(OC)c(OC)c3)CC2)cc1 – XiGFP reactiv: 0.0
COC(=O)C1=C(C)N(Cc2ccc(C(F)(F)F)cc2)C(=NCC2CC2)NC1c1ccccc1 (configuration not stated) – XiGFP reactiv: -0.1

Continuation.
SMILES	F508del corr	DENV2 CPE rescue	XiGFP reactiv	ARNT TACC3 PPI	PAX8 inh HTS	EWS-Fli block	ERp5 inh	GSIS activator
Cc1cccc(-c2ccccc2[C@H]2[C@@H](C#N)N(c3ncc(-c4ccccc4)s3)[C@H]2CO)c1	2.2	-9	0.1	x	1	-1	0	16
Cc1sc2ncnc(N3CCC(C(=O)N(C)CC(=O)Nc4ccccc4Br)CC3)c2c1C	-2.2	2	0.2	31	11	8	2	2
COc1ccc(CN2C(=O)c3cccnc3C2Nc2ccc(OC)c(Cl)c2)cc1 (configuration not stated)	2.2	0	x	-1	x	4	-2	13
CO[C@@H]1CN(C)C(=O)c2cc(NC(=O)C3CCC3)ccc2OC[C@@H](C)N(CC2CCCCC2)C[C@@H]1C	0.5	0	-0.1	-5	1	-5	0	-6
CN(C)CCCN1C(=O)[C@@]2(Cc3ccccc31)c1ccccc1C(=O)N(Cc1ccccc1Cl)[C@H]2c1ccc(CO)cc1	-2.3	2	x	x	6	-1	-3	x
C[C@H]1CN([C@@H](C)CO)S(=O)(=O)c2ccc(-c3ccc(C(=O)N(C)C)cc3)cc2O[C@@H]1CN(C)C(=O)Nc1ccccc1F	1.1	4	-1.6	-6	8	6	7	28
C[C@@H]1CN([C@H](C)CO)C(=O)Cc2cc(NS(=O)(=O)c3ccc(F)cc3)ccc2O[C@H]1CN(C)C	0.0	u	0.0	-4	-17	-4	7	3
Cc1cc(Br)ccc1NC(=O)CN(C)C(=O)CNC(=O)Cc1ccccc1	-3.0	-5	0.2	x	9	14	-3	-1
O=S(=O)(NCc1ccccc1)c1ccccc1Br	0.7	6	-0.2	-9	-10	-11	3	3
CN(C)CCCN(C(=O)CCc1ccccc1)c1nc2ccc(F)cc2s1	x	x	0.3	-2	2	x	x	-15
Cc1ccc(C)c(C(=O)Nc2cc(C)nn2-c2nc(C)cc(C)n2)c1	5.9	-1	0.2	-5	-19	15	6	8
CNC[C@@H]1OCCCC[C@H](C)Oc2ccc(NC(=O)Nc3ccc4c(c3)OCO4)cc2C(=O)N([C@H](C)CO)C[C@H]1C	-2.2	x	-0.9	x	-14	-8	x	10
Cc1nnc(SCc2ccc([N+](=O)[O-])cc2)o1	1.4	-1	0.0	0	6	5	-10	1
CCCCN1C(=O)Nc2ccccc2S1=O (configuration not stated)	x	x	0.1	-4	7	x	x	14
CN(C)CCCO/N=C(\c1ccccc1)c1ccncc1	x	x	-0.1	1	-6	x	x	8

Three records picked at random from those above, as already listed:
SMILES	F508del corr	DENV2 CPE rescue	XiGFP reactiv	ARNT TACC3 PPI	PAX8 inh HTS	EWS-Fli block	ERp5 inh	GSIS activator
Cc1ccc(C)c(C(=O)Nc2cc(C)nn2-c2nc(C)cc(C)n2)c1	5.9	-1	0.2	-5	-19	15	6	8
CN(C)CCCO/N=C(\c1ccccc1)c1ccncc1	x	x	-0.1	1	-6	x	x	8
Cc1cccc(-c2ccccc2[C@H]2[C@@H](C#N)N(c3ncc(-c4ccccc4)s3)[C@H]2CO)c1	2.2	-9	0.1	x	1	-1	0	16

The results go on.
SMILES	F508del corr	DENV2 CPE rescue	XiGFP reactiv	ARNT TACC3 PPI	PAX8 inh HTS	EWS-Fli block	ERp5 inh	GSIS activator
CCN(C(=O)CN1CCCCC1)c1c(N)n(Cc2ccccc2)c(=O)[nH]c1=O	0.9	12	-1.1	4	1	1	-3	x
COc1ccc(OC)c(-c2csc(NC(=O)C3=COCCO3)n2)c1	0.1	-4	-0.1	5	-6	-8	1	-10
Cc1nnc(N2C(=O)c3cccc4c([N+](=O)[O-])ccc(c34)C2=O)s1	u	-4	27*	-20	18	68*	0	-5
COc1ccc(CC(=O)O/N=C(\N)c2ccncc2)cc1	-0.7	8	0.0	-2	-5	10	0	9
CO[C@@H]1CN(C)C(=O)c2cc(NS(=O)(=O)c3cn(C)cn3)ccc2OC[C@H](C)N(CCC(F)(F)F)C[C@H]1C	-0.7	x	0.2	x	5	0	x	1
CC(=O)c1cc(CN2CCN(Cc3ccccc3)C(CCO)C2)cs1 (configuration not stated)	-0.2	-6	0.4	-4	6	8	0	-3
C[C@H](CO)N1C[C@H](C)[C@@H](CN(C)Cc2ccc3c(c2)OCO3)Oc2ccc(NS(=O)(=O)c3ccc(Cl)cc3)cc2C1=O	-1.3	-1	0.0	3	5	3	-3	-27
Cc1ccccc1CSc1nnc(C)c(=O)n1N	0.9	-2	0.3	1	-18	-7	-5	-6
O=C(CSc1cn(CCNC(=O)c2cccs2)c2ccccc12)NC1CCCC1	-0.7	1	0.0	x	-2	8	-3	-17
CC1C=CCC2C(=O)N(c3ccc(Cl)cc3O)C(=O)C12 (configuration not stated)	x	x	0.3	12	-15	x	x	25
CCCCCCn1cnc2c(oc3nc4c(cc32)CCCC4)c1=O	x	7	0.2	10	-7	-63	4	3
CCN1CCN(C(=O)c2ccc(CS(=O)(=O)Cc3ccccc3F)o2)CC1	2.1	0	x	3	x	-3	1	1
COc1cccc(NC(=O)c2cc([N+](=O)[O-])ccc2N2CCN(C)CC2)c1	x	7	-0.1	-2	-2	9	3	-15
Cc1ccccc1N=C1SC(CC(=O)Nc2ccc3ccccc3c2)C(=O)N1Cc1ccccn1 (configuration not stated)	x	x	0.2	-34	26	x	x	-22
Cc1ccc(NC(=O)COC(=O)/C=C/c2ccco2)cc1S(=O)(=O)N(C)C	x	x	0.3	-1	2	x	x	-4
O=C(CCN1C(=O)/C(=C/c2cccs2)SC1=S)Nc1cccc(O)c1	4.1	-4	0.1	9	9	3	4	9
CC(C)C[C@H](NC(=O)c1ccccc1)C(=O)N1CCC[C@H]1C(=O)NCc1ccccc1	4.8	-9	0.4	x	3	4	1	10
CO[C@@H]1CN(C)C(=O)c2cc(NC(C)=O)ccc2OC[C@@H](C)N(C(=O)c2ccccc2)C[C@H]1C	x	-4	0.0	-7	7	0	-1	1
COc1ccccc1NC(=O)Cn1ncc2c1-c1ccccc1OC2	-0.2	-8	0.0	-5	-6	3	-8	-11
CC(C)NC(=O)N1[C@@H]2c3cccc(=O)n3C[C@@H]2[C@@H](CO)[C@@H]1C(=O)N1CCc2ccccc2C1	x	-1	0.2	-4	6	1	7	-2
CC(C)=CCCC(C)CN1CCC(N2CCC(C(=O)NC(C)C)CC2)CC1 (configuration not stated)	-1.0	-1	0.0	-4	12	11	-4	-1
CCOC(=O)COc1ccc2c(c1)c(C(C)=O)c(C)n2-c1ccccc1	-0.9	-3	0.1	4	24	0	0	1
Cc1noc(C)c1S(=O)(=O)Nc1ccc2c(c1)C(=O)N([C@@H](C)CO)C[C@H](C)[C@@H](CN(C)C)OCCCC[C@@H](C)O2	1.3	2	0.2	-6	-6	-11	-2	21
O=C(C1CCCC1)N1CC2(C1)[C@@H](c1ccccc1)[C@@H](CO)N2C(=O)NC1CCCC1	-1.0	5	0.0	x	x	-6	13	-20
O=C(CCC1CCCN(c2ncccn2)C1)N1CCN(c2ccccn2)CC1 (configuration not stated)	0.8	-6	-0.1	-2	-33	3	-5	5
COc1cccc(-c2ccc([C@H]3[C@H](CO)N4C(=O)CN(C(=O)CN5CCOCC5)C[C@@H]34)cc2)c1	0.7	-5	0.1	x	-8	-2	-2	7
CC(=O)N/N=C(\C)c1ccc2c(c1)OCCO2	1.2	-1	0.0	-5	-19	-19	-2	-2
COc1ccc(CN(C)C[C@H]2Oc3ccc(NS(=O)(=O)c4ccc(Cl)cc4)cc3CC(=O)N([C@H](C)CO)C[C@@H]2C)cc1	-1.9	-2	0.5	x	-6	8	-2	-23

Arranged by length of the SMILES (high to low): some entries from above
SMILES	F508del corr	DENV2 CPE rescue	XiGFP reactiv	ARNT TACC3 PPI	PAX8 inh HTS	EWS-Fli block	ERp5 inh	GSIS activator
Cc1noc(C)c1S(=O)(=O)Nc1ccc2c(c1)C(=O)N([C@@H](C)CO)C[C@H](C)[C@@H](CN(C)C)OCCCC[C@@H](C)O2	1.3	2	0.2	-6	-6	-11	-2	21
CC(C)NC(=O)N1[C@@H]2c3cccc(=O)n3C[C@@H]2[C@@H](CO)[C@@H]1C(=O)N1CCc2ccccc2C1	x	-1	0.2	-4	6	1	7	-2
CC(C)C[C@H](NC(=O)c1ccccc1)C(=O)N1CCC[C@H]1C(=O)NCc1ccccc1	4.8	-9	0.4	x	3	4	1	10
O=C(CCN1C(=O)/C(=C/c2cccs2)SC1=S)Nc1cccc(O)c1	4.1	-4	0.1	9	9	3	4	9
